Screening data (PubChem)
MPTP block – mitochondrial permeability transition pore inhibitors, primary screen, biochemical, isolated mouse mitochondria, absorbance | 1.4% of 360,000 active | inhibition, % at 10 µM | Ca2+ swelling absorbance, 30 min | AID 602449, 2012;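 active means inhibition of 50% or more, scaled per plate between neutral and stimulator controls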;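 further: 0% = DMSO wells given calcium and 100% = 1 mM EGTA wells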
SENP8 inh – human SENP8 protease inhibitors, primary screen, biochemical, fluorescence, Nedd8 protein substrate, uHTS. recombinant SENP8. inhibition, % at 20 µM. 0.64% of 360,000 active. AID 602440, 2012; in the data active means inhibition mostly above about 40%, no sharp cut-off; inactive means mostly below about 27%
Target sequence (Q96LD8 whole entry, looked up): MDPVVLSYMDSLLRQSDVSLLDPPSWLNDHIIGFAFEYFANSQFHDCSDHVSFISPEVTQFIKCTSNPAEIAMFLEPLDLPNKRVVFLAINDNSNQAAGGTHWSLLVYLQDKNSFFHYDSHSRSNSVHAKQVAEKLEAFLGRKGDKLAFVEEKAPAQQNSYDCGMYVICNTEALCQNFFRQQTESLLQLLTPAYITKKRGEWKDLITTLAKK
Numbers without * were called inactive; i = inactive. This is a subset; the hit share may differ from the screen's.

Sequence of screens: SENP8 inh | MPTP block
- O=C(NC1CCCC1)C1C(c2ccc(C(F)(F)F)cc2)=Nc2ccccc2N1C(=O)c1cccc(C(F)(F)F)c1 (configuration not stated)
 : -5 | 1.2
- CCc1nc2c(OCc3ccc(F)c(F)c3)cccn2c1N(C)C(=O)c1ccncc1
 : 17 | 0.8
- CCC(=O)N1CCC1(C)C(=O)Nc1nccs1 (configuration not stated)
 : 12 | -0.5
- Cc1c(C(=O)NCc2ccccc2C(F)(F)F)sc(=O)n1Cc1ccc2ccccc2c1
 : 5 | 1.7
- CCOC(=O)C1=CCN(S(=O)(=O)c2ccccc2C)C1c1ccc(Cl)cc1 (configuration not stated)
 : 8 | 1.2
- CC1(Cc2ccc(Cl)cc2)C(=O)Nc2ccc(-c3ccc(F)c(Cl)c3)cc21 (configuration not stated)
 : 5 | -1.4
- CC1(c2nc3ccccc3[nH]2)CCCC2=Nc3ccccc3CN21 (configuration not stated)
 : 8 | -0.1
- CCc1nc2c(OCCC3CCCCC3)cccn2c1N(C=O)Cc1ccc(OC)cc1
 : 10 | 0.4
- CCC(c1nnnn1-c1ccc2c(c1)OCCO2)N1CCN(c2ncccn2)CC1 (configuration not stated)
 : 15 | 0.0
- CC(=O)C1=CCC(c2cccc(Cl)c2)N(S(=O)(=O)c2ccc(C)cc2)C1 (configuration not stated)
 : 6 | 0.3
- CCOC(=O)C1(C)CCCN(C(=O)c2ccccc2OC(F)(F)F)C1 (configuration not stated)
 : 5 | 0.1
- CC(C)c1ccc(NC(=O)C2Cc3c(-c4ccccc4Oc4ccccc4)ccnc3O2)cc1 (configuration not stated)
 : -1 | 0.5
- COc1ccc(CC(N)c2csc(NC(=O)Nc3cccc(C(F)(F)F)c3)n2)cc1 (configuration not stated)
 : 15 | 1.7
- CCCCC[C@H]1CCCCC[C@@H](O)C[C@@H](O)[C@@H](O)/C=C/C(=O)O1
 : 17 | 2.1
- CC1=C(C(=O)N2CCOCC2)CC(CC(=O)NCCCN(C)C)C(=O)N1Cc1ccc(C(C)(C)C)cc1 (configuration not stated)
 : 24 | -0.1
- OC(c1ccccc1)(c1nc(/C=C/c2ccc(C(F)(F)F)cc2)cs1)C(F)(F)F (configuration not stated)
 : -24 | 1.5
- CC1(C(=O)Nc2ccc3ccccc3c2)CCC(=O)N1CCCn1ccnc1 (configuration not stated)
 : 23 | 0.2
- COc1ccc(C2=Nc3ccccc3N(C(=O)c3ccc(C)cc3)C2C(=O)NCc2ccccc2)cc1 (configuration not stated)
 : -58 | -1.4
- COC(=O)[C@]12CCCCC=C1N(Cc1ccco1)C(=O)[C@H](CC(=O)NCc1ccc(OC)c(OC)c1)C2
 : 7 | -0.5
- CCCNC(=O)C1(C)CCCN(Cc2ccc(C)cc2)C1 (configuration not stated)
 : 21 | 1.1

Taken from the entries so far for reference:
Sequence of screens: SENP8 inh | MPTP block
- COC(=O)[C@]12CCCCC=C1N(Cc1ccco1)C(=O)[C@H](CC(=O)NCc1ccc(OC)c(OC)c1)C2
 : 7 | -0.5
- CCCNC(=O)C1(C)CCCN(Cc2ccc(C)cc2)C1 (configuration not stated)
 : 21 | 1.1

The list goes on.
Sequence of screens: SENP8 inh | MPTP block
- CCOC1=C2[C@H](c3cccs3)N(S(=O)(=O)c3ccc(C)cc3)C[C@H]2n2c(=O)n(-c3ccccc3)c(=O)n2C1
 : 2 | -0.7
- Nc1ncnc2c1nc(-c1ccccc1)n2C1OC(CO)C(O)C1O (configuration not stated)
 : -3 | -0.6
- CSCCNC(=O)C1(C)CCN1C(=O)C/C=C/c1ccccc1 (configuration not stated)
 : 32 | -0.5
- O=C(Nc1cccc(F)c1)c1ccc(-c2cccnc2)c2ccoc12
 : 0 | 1.1
- COc1cccc(NC(=O)C2(C)CCN2Cc2ccc(SC)cc2)c1 (configuration not stated)
 : 2 | -0.9
- COc1ccc(C(C(=O)NC(C)(C)C)n2c(=O)c(-c3cc4ccccc4[nH]3)nc3ccccc32)cc1 (configuration not stated)
 : -400 | 2.9
- CN(C)c1cccc(CNC(=O)c2ccc3sc([C@@H]4O[C@H](CO)[C@H](O)[C@H](O)[C@H]4O)nc3c2)c1
 : 23 | 0.5
- O=C1c2c(-c3ccc(Br)cc3)noc2CCN1Cc1cn(Cc2ccccc2)nn1
 : 4 | 1.9
- COc1ccc(NC(=S)N2CCN(c3ccc4c(c3)C3CCN(C(=O)OCc5ccccc5)C4C3)CC2)c(OC)c1 (configuration not stated)
 : 16 | -0.9
- CC1(C(=O)Nc2cccc(C#N)c2)CCN1C(=O)Cc1ccc(-c2ccccc2)cc1 (configuration not stated)
 : 3 | 92*
- COc1ccc(-c2sc3ccccc3c2-c2ccc(OC)cc2F)cc1
 : -148 | 1.1
- COc1ccc(C(C(=O)c2ccccc2)c2ccccc2)cc1 (configuration not stated)
 : 14 | -1.2
- CCc1nc2c(OCc3ccc(C(F)(F)F)cc3)cccn2c1N(C)C(=O)CC(C)C
 : 10 | 0.1
- COC(=O)[C@]12CCCCC=C1N(Cc1cccc3ccccc13)C(=O)[C@H](CC(=O)NCC1CCCCC1)C2
 : 16 | -2.5
- COc1ccc(Cl)c(-c2cc(C(=O)NCc3ccco3)[nH]n2)c1
 : 9 | 1.6
- O=C(NCc1ccccc1)c1nc(-c2c(F)cccc2F)oc1-c1ccccc1
 : -176 | 1.9
- COc1ccc(Cc2c(C3CCCCC3)nc3c4ccccc4ccn23)c(C)c1
 : -101 | 0.3
- COc1ccc(C(C)(O)c2nc(-c3ccoc3)cs2)cc1 (configuration not stated)
 : -1 | 0.0
- CC(=O)Nc1ccc(-c2ccnc3c2CC(C)(C(=O)Nc2ccc(F)c(Cl)c2)O3)cc1 (configuration not stated)
 : -23 | -0.6
- CNc1cccc(-c2ccc(C(=O)N3CCOCC3)cc2)n1
 : i | -0.5

The list goes on; it opens with the 7 that closed the last part.
Sequence of screens: SENP8 inh | MPTP block
- COC(=O)[C@]12CCCCC=C1N(Cc1cccc3ccccc13)C(=O)[C@H](CC(=O)NCC1CCCCC1)C2
 : 16 | -2.5
- COc1ccc(Cl)c(-c2cc(C(=O)NCc3ccco3)[nH]n2)c1
 : 9 | 1.6
- O=C(NCc1ccccc1)c1nc(-c2c(F)cccc2F)oc1-c1ccccc1
 : -176 | 1.9
- COc1ccc(Cc2c(C3CCCCC3)nc3c4ccccc4ccn23)c(C)c1
 : -101 | 0.3
- COc1ccc(C(C)(O)c2nc(-c3ccoc3)cs2)cc1 (configuration not stated)
 : -1 | 0.0
- CC(=O)Nc1ccc(-c2ccnc3c2CC(C)(C(=O)Nc2ccc(F)c(Cl)c2)O3)cc1 (configuration not stated)
 : -23 | -0.6
- CNc1cccc(-c2ccc(C(=O)N3CCOCC3)cc2)n1
 : i | -0.5
- CCc1nc2ccc(C(=O)N(CC)CCN(C)C)cn2c1N(CC)C(=O)NCCc1ccccc1
 : 9 | -2.5
- Cc1noc(C)c1C(=O)N1CCC1(C)C(=O)NS(=O)(=O)Cc1cccc(Cl)c1 (configuration not stated)
 : 16 | -0.3
- COc1ccc(-c2cnc3c(NC(C)=O)cc(-c4cccc(C(=O)NCCN(C)C)c4)cn23)cc1OC
 : -110 | 0.1
- COCCCN1C(=O)C(CC(=O)NC2CC2)CC(C(=O)N(C(C)C)C(C)C)=C1C (configuration not stated)
 : 8 | -0.1
- COCCNc1nc(NCc2cc(-c3ccc(OC)cc3)no2)c2sccc2n1
 : -24 | 6.0
- O=C(NCc1ccco1)c1cccc2c(-c3ccc(F)c(F)c3)coc12
 : 8 | 1.1
- Cc1ccc(S(=O)(=O)C[C@@H]2OC[C@H](Cc3ccccc3)N2S(=O)(=O)c2ccc(C)cc2)cc1
 : 6 | 5.9
- O=C1COc2ccccc2C(c2nc3ccccc3[nH]2)N1Cc1ccccc1 (configuration not stated)
 : 6 | 0.6
- CCOC(=O)C1=CC[C@@H](c2ccccc2)N(S(=O)(=O)c2ccc(C)cc2)[C@H]1/C=C/c1ccccc1
 : 16 | -0.2
- CCc1nc2ccc(C(=O)NCCc3ccccn3)cn2c1N(C)CCC(C)C
 : 4 | 2.6
- COCCNc1nc(NC(C)C)nc2ccsc12
 : -30 | 1.3
- CC(C)(C)N1C(=O)c2c(C(=O)OCc3ccccc3)[nH]c(-c3ccccc3)c2C1=O
 : -358 | 3.4
- Cc1cccc(C)c1-n1nnnc1-c1nc2ccccc2[nH]c1=O
 : -149 | 0.3
- COc1cccc(-c2nc3nc(C)cc(C)n3c2Nc2c(C)cccc2C)c1
 : -100 | 0.7
- Cc1cccc(C)c1-n1nnnc1C1c2ccccc2C(=O)N1CCOc1ccccc1 (configuration not stated)
 : 15 | 0.7
- CC(C)N1CCC1(C)C(=O)Nc1cc(-c2ccccc2)nn1C (configuration not stated)
 : 1 | -0.5
- Cc1ccccc1-c1ccc(CN2C(C(C)C)C(=O)N(Cc3cn(CCC4OCCO4)nn3)CCS2(=O)=O)cc1 (configuration not stated)
 : 13 | -2.6
- COC(=O)[C@@]12C[C@@H](CC(=O)N3CCCC3)C(=O)N(Cc3ccco3)C1=CCC(C)(C)C2
 : 20 | -0.1
- CC1(C(=O)NC2CCCC2)CCC(=O)N1CCCn1ccnc1 (configuration not stated)
 : 12 | -0.1
- Cc1cccc(C)c1-n1nnnc1C1(C)CCC(=O)N1CC1CCCCC1 (configuration not stated)
 : 12 | 0.2
- COCCCN1C(=O)C(CC(=O)NCc2ccco2)CC(C(=O)N(C(C)C)C(C)C)=C1C (configuration not stated)
 : 1 | 0.1
- O=C1NC[C@H](CCCCN2C[C@H](Cc3ccccc3)N(CCc3ccc(O)cc3)C(=O)C2=O)N(CCc2ccccc2)C1=O
 : 8 | 1.1
- CNc1ccc(Cl)cc1S(=O)(=O)c1ccccc1[N+](=O)[O-]
 : 16 | -0.4
- COc1ccccc1CCC(=O)Nc1ccc2c(c1)c(=O)n(C)n2Cc1ccc(F)cc1
 : i | -0.8
- CC1(C(=O)Nc2ccc3c(c2)OCO3)Cc2c(-c3cccc(C(F)(F)F)c3)ccnc2O1 (configuration not stated)
 : 7 | 0.7
- CCc1nc2ccc(C(=O)Nc3cccc(OCC(=O)N(C)C)c3)cn2c1N(C)Cc1ccc(N(C)C)cc1
 : 18 | 0.4
- O=C1Cn2nnc(-c3ccccc3)c2C2c3ccccc3CCN12 (configuration not stated)
 : 11 | -0.3
- CCc1nc2c(OCc3ccc(C(F)(F)F)cc3)cccn2c1N(C)C(=O)c1ccc(C)cc1
 : 16 | 0.0
- Cc1ccc(S(=O)(=O)N2c3ccccc3OC(C(=O)OC(C)(C)C)(C(=O)OC(C)(C)C)C2CC(=O)c2ccccc2)cc1 (configuration not stated)
 : 16 | 1.9
- CC(C)C[C@@H](COCc1cccc(Cl)c1)N1CCN(C(=O)c2cccc(C(F)(F)F)c2)CCC1=O
 : 8 | -0.7
- Cc1ccc(NC(=O)C2(C)CCN2CCc2ccccc2)cc1O (configuration not stated)
 : 21 | 2.2
- CN(C)CCCNC(=O)c1cccc(-c2cnc3cccnn23)c1
 : i | 1.1
- COc1ccc(-c2cc(CNc3nc(NC(C)C)nc4cc(-c5ccccc5)sc34)on2)cc1
 : -257 | 5.7
- CN(C)CCNC(=O)c1ccc(-c2cn3c(-c4ccc(Oc5ccccc5)cc4)cnc3cn2)cc1
 : i | -1.4
- COC(=O)c1ccccc1COc1cccn2c(N(C)CC3CC3)c(C)nc12
 : -16 | 67*
- CCCCc1c(-c2ccccc2OC)ncn1CCc1ccc(Cl)cc1
 : -12 | 2.6
- CC(=O)NCCNc1nc(NC(C)C)nc2ccsc12
 : -23 | -0.6
- COc1ncc(-c2ccc(N3C(c4ccsc4)=Cc4ccc(F)cc4C3CC(C)=O)cc2)cn1 (configuration not stated)
 : -392 | 2.0
- Cc1cc(C(=O)N2CCC(C)(C(=O)NS(=O)(=O)C3CC3)C2)n(C(C)(C)C)n1 (configuration not stated)
 : 30 | 0.3
- CCCCCCCCN1C(=O)[C@H](CC(=O)N2CCSCC2)C[C@@]2(C(=O)OC)CC(C)(C)CC=C12
 : 15 | 11
- COc1ccccc1Cn1c(C)c(C(=O)NCc2ccc3c(c2)OCCO3)sc1=O
 : -7 | -0.9
- CCC(c1nnnn1-c1ccc2c(c1)OCCO2)N1CCN(c2ccc(C(F)(F)F)cc2[N+](=O)[O-])CC1 (configuration not stated)
 : 24 | -0.5
- Cc1ccc(-c2nc3cc(C)c(Br)c(C)n3c2Cc2ccsc2)cc1
 : 2 | 1.4
- COc1ccc(-c2cc(NC(C)=O)c3ncc(-c4ccccc4)n3c2)cc1OC
 : -328 | 0.9
- Cc1cc(C)n2c(Nc3ccc4c(c3)OCCO4)c(-c3ccc(F)cc3)nc2n1
 : -20 | -0.2
- COC(=O)c1cccc(OCCCN2CCC(C(O)(c3ccccc3)c3ccccc3)CC2)c1
 : 28 | 4.5
- O=C(Nc1ccccc1Cl)c1cc(C2CCCN(C(=O)c3ccccc3)C2)on1 (configuration not stated)
 : 4 | 0.3
- COC(=O)[C@@]12C[C@@H](CC(=O)N3CCCCC3)C(=O)N(CCc3ccc(OC)c(OC)c3)C1=CCC(C)(C)C2
 : 12 | 3.3
- Cc1ccc(S(=O)(=O)NC(=O)C2(C)CCN2C(=O)CCc2ccc(Cl)cc2Cl)cc1 (configuration not stated)
 : 20 | 0.1
- CN(C)c1ccc(CC(=O)N2CCCCC2c2cc(C(=O)Nc3cccc4c3CCCC4)no2)cc1 (configuration not stated)
 : 11 | 0.6

(list continues)
Sequence of screens: SENP8 inh | MPTP block
- COC(=O)[C@]12CCCCC=C1N(CCc1ccc(OC)c(OC)c1)C(=O)[C@H](CC(=O)N1CCC(c3ccccc3)CC1)C2
 : 8 | 4.2
- Nc1ncnc2c1ncn2[C@@H]1O[C@H](C(=O)N[C@H]2c3ccccc3C[C@H]2O)[C@@H](O)[C@H]1O
 : 28 | -0.9
- COCCCNC(=O)C[C@@H]1C[C@@]2(C(=O)OC)CCCCC=C2N(Cc2ccc(Cl)cc2Cl)C1=O
 : 14 | -1.3
- N#CCCN(Cc1ccccc1)C(c1ccnc2ccccc12)c1nnnn1-c1ccc2c(c1)OCCO2 (configuration not stated)
 : 34 | -0.5
- Cc1nc(C(F)(F)F)ccc1C(=O)N1CCC1(C)C(=O)Nc1ccc2c(c1)OCO2 (configuration not stated)
 : 12 | 0.6
- CCCC(=O)N1CCC1(C)C(=O)Nc1ccc2c(c1)OCCO2 (configuration not stated)
 : 8 | -0.1
